# MEKK3 PB1 HTS: raises or lowers MEK5 binding to the human MEKK3 PB1 domain; Q99759; bead-based flow cytometry, Alexa488-MEK5 binding to MEKK3; actives lie on both sides; 0 = blocked by unlabeled MEK5, 100 = vehicle; binding response (% of control), % at 10 µM; actives 1.4% (n = 290,000); AID 1529;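 active = binding response more than 3 SD above or below the average of its plate-row segment, actives on both sides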;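 note: Alexa488 bead fluorescence after subtracting the streptavidin-only scavenger bead signal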
# Target sequence (Q99759 whole entry, looked up, the tested form may be a part): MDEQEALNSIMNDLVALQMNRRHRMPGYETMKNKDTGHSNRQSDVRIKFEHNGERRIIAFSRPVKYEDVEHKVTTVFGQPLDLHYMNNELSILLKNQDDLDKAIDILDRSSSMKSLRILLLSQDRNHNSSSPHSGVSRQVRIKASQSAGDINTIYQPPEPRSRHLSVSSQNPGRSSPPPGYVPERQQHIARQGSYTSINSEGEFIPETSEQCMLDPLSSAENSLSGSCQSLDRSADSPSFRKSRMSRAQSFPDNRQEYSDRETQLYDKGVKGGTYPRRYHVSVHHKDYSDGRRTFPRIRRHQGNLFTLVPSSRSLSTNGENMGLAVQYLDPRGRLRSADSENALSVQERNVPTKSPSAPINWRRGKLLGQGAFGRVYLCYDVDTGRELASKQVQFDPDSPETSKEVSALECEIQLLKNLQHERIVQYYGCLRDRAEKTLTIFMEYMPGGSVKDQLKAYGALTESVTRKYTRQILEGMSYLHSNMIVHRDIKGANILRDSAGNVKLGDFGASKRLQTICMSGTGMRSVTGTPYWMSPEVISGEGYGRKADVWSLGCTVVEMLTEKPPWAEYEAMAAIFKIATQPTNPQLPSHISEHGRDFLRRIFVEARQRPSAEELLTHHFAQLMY
# MEKK2 mut-MEK5: signal of MEK5 binding to mutant human MEKK2 PB1 domain | bead flow cytometry, Alexa488-MEK5 binding to MEKK2 mutant | percent response, % at 10 µM | actives 0.35% (n = 290,000) | AID 1530; in the data active = percent response above about 24%, passing the limit was not always enough; note: inactives centre near 1; some results filed as inactive read as strong as hits; reference of the scale not given here
# OXTR agonist: human OXTR agonism; P30559; CHO-OTR cells, Fluo-8 calcium fluorescence; normalized: DMSO 0%, oxytocin 100%; activation, % at 3 µM; actives 0.32% (n = 320,000);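 active = activation above the mean of all tested compounds plus 3 SD, cutoff set per screening run, cut at about 20% in these data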;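 note: peak over basal fluorescence ratio from a 100 s FLIPR kinetic read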
# NALP1 inh: blocks the NALP1 inflammasome reconstituted in yeast | S. cerevisiae NALP1/ASC/caspase-1 growth, X-gal OD620, 72 h | inhibition, % at 10 µM | actives 0.61% (n = 280,000) | AID 2071; in the data active = inhibition mostly above about 24%, no sharp cut-off; inactive = mostly below about 32%; note: some compounds called inactive have numbers as strong as hits
# M18AAP inhibitor: PfM18AAP enzyme inhibition; inhibition, % at 7.35 µM; recombinant PfM18AAP, H-Glu-NHMec fluorogenic cleavage; actives 1.2% (n = 290,000);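 active = inhibition above the campaign mean inhibition over all tested compounds plus 3 SD, cut at about 28% in these data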;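 note: 0% = plate median of test compound wells and 100% = 2 mM ZnCl2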
# PHOSPHO1 inh: PHOSPHO1 (human) inhibition | actives 1.1% (n = 290,000) | recombinant PHOSPHO1, absorbance phosphatase assay | inhibition, % at 13.3 µM | AID 1565; in the data active = inhibition above about 60%
# MEKK2wt PB1 HTS: raises or lowers MEK5 binding to wildtype human MEKK2 PB1 domain; Q9Y2U5; bead flow cytometry, Alexa488-MEK5 binding to MEKK2 WT; actives lie on both sides; binding response (% of control), % at 10 µM; actives 1.1% (n = 290,000); AID 1531; in the data active = binding response below about 67% or above about 130%
# GPR7 antag: antagonists of human GPR7 (neuropeptides B/W receptor 1). inhibition, % at 4.4 µM. P48145. AID 1861. actives 1.1% (n = 290,000). GPR7-expressing cells, fluorescence antagonist assay; in the data active = inhibition above about 16%, passing the limit was not always enough;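 note: cells stimulated with the agonist NPW; 0% = agonist with vehicle and 100% = vehicle without agonist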
# Target sequence (P48145 whole entry, looked up): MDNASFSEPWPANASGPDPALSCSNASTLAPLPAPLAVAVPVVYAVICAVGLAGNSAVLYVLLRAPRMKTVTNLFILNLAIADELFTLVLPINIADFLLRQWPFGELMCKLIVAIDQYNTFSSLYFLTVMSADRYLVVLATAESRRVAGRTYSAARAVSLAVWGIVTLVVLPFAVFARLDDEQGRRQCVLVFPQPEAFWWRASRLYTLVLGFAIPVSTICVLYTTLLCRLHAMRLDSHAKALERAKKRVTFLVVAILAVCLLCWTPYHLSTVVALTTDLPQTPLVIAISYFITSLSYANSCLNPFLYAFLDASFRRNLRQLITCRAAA
# FID counter: fluorescent intercalator displacement, NS3 helicase counter-screen; DNA fluorescent intercalator displacement, fluorescence; inhibition, % at 7.9 µM; actives 0.17% (n = 290,000); AID 1845; in the data active = inhibition above about 37%;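 note: 0% = vehicle and 100% = reference compound; higher means more ethidium bromide displaced from hairpin DNA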
# The depositor's hits bear a star; · = no result given; [ ] = another dose, or the depositor's remark.
Structure	MEKK3 PB1 HTS	MEKK2 mut-MEK5	OXTR agonist	NALP1 inh	M18AAP inhibitor	PHOSPHO1 inh	MEKK2wt PB1 HTS	GPR7 antag	FID counter
COc1ccccc1NS(=O)(=O)c1cc(NC(=S)NCC2CCCO2)ccc1C (stereo unspecified)	97	-4	1.6	11	-15	37	94	5	-16
CCSc1cc(N2CCOCC2)nc(-c2ccccc2)n1	98	-1	-2.1	37	-9	-1	99	-19	-5
N/C(=N\OC(=O)Oc1ccccc1)c1cccc([N+](=O)[O-])c1	102	-1	1.5	26	1	-11	102	-7	2
Cc1c(C(=O)N2CCCCC2)c(S(=O)(=O)NCCc2ccc(Cl)cc2)c(C)n1C	101	2	0.0	14	-5	32	102	-8	-48
Cc1noc(C)c1C(=O)Nc1ccccc1-c1ccccc1	97	2	-1.5	11	-4	-17	105	-12	-5
N#CCCn1cnc2c(=S)nc[nH]c21	87	-2	1.2	·	2	8	86	-14	-1
Cc1cccc(-n2nc3c(c2NC(=O)c2cc4ccccc4o2)CS(=O)(=O)C3)c1	97	-5	0.2	-3	-5	12	93	-10	-41
O=C(N/N=C/c1ccc(F)cc1)c1ccc(OCc2ccccc2)cc1	102	-2	-0.1	17	-8	24	99	2	-2
CC(C)(C)NC(=O)COc1ccc(CNCCc2ccccc2)cc1	96	-1	0.9	-2	-9	26	108	2	7
Cc1cc(N(CCO)CCO)ccc1N=Nc1cc(F)ccc1F	101	-3	3.1	8	4	8	99	7	-2
CC(C)(C)c1ccc(NC(=O)N2CCCN(c3c(Cl)cncc3Cl)CC2)cc1	103	6	-1.7	-3	-13	25	101	-17	-12
Cc1ccc(S(=O)(=O)NCCSc2nnnn2-c2ccc(C(N)=O)cc2)cc1	105	5	-0.2	31	5	-18	111	4	2
Cc1ccnc(NC(=O)Nc2cccc(F)c2)c1	99	-3	0.1	8	3	-25	99	22	-2
COc1cc(NC(=O)C2CC2)c(C(=O)O)cc1OC	91	-6	-0.3	28	1	6	94	3	3
COc1cc(SC)ccc1C(=O)N1CCN(c2ccccc2OC)CC1	100	-1	2.1	0	4	54	102	7	-25
COc1ccc(C2(C(=O)Nc3ccccc3)CCOCC2)cc1	105	-1	-0.3	20	-12	-17	107	3	-2
CCOc1cc(C(C(=O)NCC2CCCO2)N(C(=O)Cn2nnc3ccccc32)c2ccc(C(C)=O)cc2)ccc1O (stereo unspecified)	98	2	0.6	14	-1	26	103	-14	-31
O=c1oc(-c2ccc(Br)o2)nc2ccccc12	104	6	-1.1	7	-4	12	99	-6	1
Cc1ccsc1CN(C)C(=O)C1CCC(=O)N(CCc2cccc(F)c2)C1 (stereo unspecified)	100	3	-0.6	-6	5	20	100	-2	-44
Cc1cc(C)n(C(=O)CNC(=O)c2ccc(C(C)(C)C)cc2)n1	103	2	-1.5	1	-2	22	101	-5	-43
COC(=O)[C@H](CCSC)NC(=O)NCCc1ccc(F)cc1	105	5	-0.6	-3	-5	-4	113	-1	-6
CCc1c(O)nc(SCC(=O)NCc2ccco2)[nH]c1=O	101	-2	0.1	3	-1	16	103	5	-5
Cc1ccc(-n2c(C)nn(-c3ncc(C(F)(F)F)cc3Cl)c2=O)cc1	103	6	-0.8	-18	-18	14	108	2	-2
Cn1nc(-c2ccc(Cl)cc2)c2cc(C(=O)NCCN3CCOCC3)sc21	113	9	1.0	-15	-2	5	136*	-5	13
Cc1cccc(OCC(=O)NS(=O)(=O)c2ccc(Br)cc2)c1	97	2	-0.7	4	4	33	99	-1	-38
C#CCOCCOCCOCCNc1nc(N2CCN(C(=O)[C@H](CCCCN)n3cc([C@@H](N)C(C)CC)nn3)CC2)nc(N2CCN(C(=O)[C@H](Cc3cc4ccccc4[nH]3)n3cc([C@@H](N)CC(C)C)nn3)CC2)n1 (stereo partly specified)	111	93*	0.9	14	3	9	237*	9	48*
O=C(Nc1ccn(Cc2c(F)c(F)cc(F)c2F)n1)c1ccc(COc2cc(Cl)ccc2Cl)o1	106	1	2.6	-17	-10	1	108	-5	0
COc1ccc(C(=O)NCc2ccc3[nH]c(C)cc3c2)cc1OC	100	1	2.0	-15	-8	32	104	-1	-7
CC(=O)N1CN(C2CCCC2)Cc2c1sc1c2CCCC1	100	0	-1.0	31	6	4	93	24*	-4
COC(=O)c1cnn(-c2ccc(C)c(C)c2)c1-n1cccc1	92	-3	-1.7	6	-16	-3	94	-9	-16
COc1ccc(C)cc1NC(=O)C(OC(=O)c1ccc([N+](=O)[O-])o1)c1ccccc1 (stereo unspecified)	92	-2	-2.0	41	-1	0	96	-14	-3
CCCCNC(=S)N(CCN(CC)CC)Cc1cc2cc3c(cc2[nH]c1=O)OCCO3	101	11	-0.6	-13	20	15	112	-8	15
C=CCn1c(Cc2cccs2)nnc1SCC(=O)c1cccc(Br)c1	100	2	-0.3	0	-4	68*	100	-3	-26
C/C(N)=C(/C#N)C(=O)CSc1nnc(Nc2cccc(C)c2)s1	98	4	3.2	16	1	-2	99	1	-3
Fc1ccc(C(c2nnnn2Cc2cccs2)N2CCN(c3ccccc3)CC2)cc1 (stereo unspecified)	106	2	-1.7	12	2	8	102	-8	-1
Cn1cc([N+](=O)[O-])c(C(=O)NCc2cc3cc(Cl)ccc3[nH]2)n1	91	-2	7.0	26	8	-7	93	14	7
CSC1=NCCN1C(=O)c1ccc2c(c1)OCO2	104	3	-0.4	-5	-8	21	104	14	2
CCC(=O)N1c2ccc(S(=O)(=O)N3CCN(c4cc(C)ccc4C)CC3)cc2CC1C (stereo unspecified)	99	-1	-1.8	14	1	24	97	-8	-9
COc1ccc(C2CC(c3cccs3)=NN2c2nc(-c3ccccc3)cs2)cc1OC (stereo unspecified)	97	-2	0.8	28	1	31	93	-2	-11
Cn1cnnc1SCC(=O)c1ccc(OC(F)F)cc1	108	6	-0.1	2	-11	21	114	2	-4

# Some of these compounds in order of molecular weight, highest first.
Structure	MEKK3 PB1 HTS	MEKK2 mut-MEK5	OXTR agonist	NALP1 inh	M18AAP inhibitor	PHOSPHO1 inh	MEKK2wt PB1 HTS	GPR7 antag	FID counter
C=CCn1c(Cc2cccs2)nnc1SCC(=O)c1cccc(Br)c1	100	2	-0.3	0	-4	68*	100	-3	-26
Cn1nc(-c2ccc(Cl)cc2)c2cc(C(=O)NCCN3CCOCC3)sc21	113	9	1.0	-15	-2	5	136*	-5	13
Cn1cc([N+](=O)[O-])c(C(=O)NCc2cc3cc(Cl)ccc3[nH]2)n1	91	-2	7.0	26	8	-7	93	14	7
Cn1cnnc1SCC(=O)c1ccc(OC(F)F)cc1	108	6	-0.1	2	-11	21	114	2	-4

# Next results follow:
Structure	MEKK3 PB1 HTS	MEKK2 mut-MEK5	OXTR agonist	NALP1 inh	M18AAP inhibitor	PHOSPHO1 inh	MEKK2wt PB1 HTS	GPR7 antag	FID counter
COc1ccc(NC(=O)c2cc(=O)[nH]c(=O)[nH]2)cc1S(=O)(=O)Nc1ccccc1Cl	102	1	1.1	1	6	20	98	-8	-12
Cc1oc(-c2cccc(C(F)(F)F)c2)nc1CN1CCOCC1	88	-17	2.0	23	3	-17	85	5	-4
CCCc1nnc(NC(=S)Nc2ccccc2)s1	104	-1	1.5	0	-3	-10	98	-8	-11
COCCn1c(C)cc(C(=O)COC(=O)c2ccc(NC(=O)CC#N)cc2)c1C	106	-1	0.1	6	-10	8	100	8	-41
Cc1c(Cc2ccccc2)c(=O)oc2cc(OC(=O)c3ccccc3)ccc12	91	-1	-1.1	·	6	8	91	-6	8
CC1(C(=O)O)CCC(C(=O)Nc2ccc(OC(F)(F)Cl)cc2)C1(C)C (stereo unspecified)	104	2	0.8	11	-1	54	105	-8	-6
Cc1c(CCOC(=O)CC23CC4CC(CC(C4)C2)C3)sc[n+]1CC(=O)c1ccccc1	115	2	-1.5	35*	3	9	139*	-3	7
Cc1ccc(Nc2ncnc3sc(C)c(C)c23)cc1C	100	3	-2.5	12	4	6	101	-10	-8
Cn1c(=O)[nH]c(=O)c2c1nc(Br)n2Cc1ccccc1F	105	3	1.0	-9	-3	24	107	-15	0
COc1ccc(C(C)NC(=O)C2CCCO2)cc1OC (stereo unspecified)	104	5	0.5	4	-2	-34	103	-7	-1
COc1ccc(NS(=O)(=O)c2ccc(NC(=O)C3CCCO3)cc2)cc1 (stereo unspecified)	101	1	15	10	4	-13	99	6	-5
Fc1ccc(NC(=S)NCCc2ccccc2)c(F)c1F	83	-8	5.7	0	0	-144	85	28*	3
Cn1c(/C=C(\C#N)C(N)=S)ccc1-c1ccc(Br)cc1	86	-6	·	24	11	27	62*[inhibitor]	1	0
CCN(Cc1ccccc1)C(=O)COC(=O)c1n[nH]c2ccccc12	101	1	2.1	11	-2	-12	102	-5	-21
CN(CCOc1ccccc1)CC(=O)Nc1ccc(Cl)cc1[N+](=O)[O-]	103	-2	-2.5	-3	4	23	95	-18	8
C=CCNC(=O)/C(C#N)=C\c1cc(Cl)c(O)c(OCC)c1	99	15	0.6	29	24	-6	105	-12	-1
CCN(CC)CCN(C(=O)c1cc(Cl)sc1Cl)c1nc2cc3c(cc2s1)OCO3	107	16	-0.7	5	7	24	123	-6	9
CCOc1ccc(S(=O)(=O)Nc2ccc3c(c2)c2c(n3S(=O)(=O)c3ccc(OCC)cc3)CCCC2=O)cc1	89	1	-1.9	40	0	6	100	-7	2
Cc1cccc(OCC(O)Cn2c(=N)n(Cc3ccccc3)c3ccccc32)c1 (stereo unspecified)	95	-2	31*	24	-9	24	116	31*	24
Cc1cc(-c2ccccc2C(=O)Nc2ccccc2O)on1	99	1	-0.3	-18	7	7	99	-8	1
Cc1cc2cc(CN(CCN3CCOCC3)C(=O)Nc3ccccc3F)c(=O)[nH]c2cc1C	107	10	-0.5	-43	0	6	110	-8	-5
Cc1ccc(OCc2nnc(SCC(=O)O)n2N)cc1	101	10	0.6	4	4	8	113	2	-1
N#Cc1c(N)n(CCOC(=O)c2ccc(Cl)cc2)c2nc3ccccc3nc12	98	6	·	18	-1	7	103	-11	-3
COc1ccc(NC(=O)C2CCCN(c3nccc(C)n3)C2)cc1 (stereo unspecified)	101	6	-1.6	-7	-1	21	101	-7	-14
COc1ccc(-c2cc3nc4ccccc4n3c(N)c2C#N)cc1	101	4	-0.3	8	1	-1	105	-15	-2
CCNC(=O)/C(C#N)=C/c1c(N2CCCCCC2)nc2ccccn2c1=O	104	0	-1.4	6	-1	24	103	-15	-27
O=C(Cn1cnc2ccccc2c1=O)N1CCN(c2ccc(F)cc2)CC1	98	-9	-0.6	-6	-6	28	97	-7	-7
COCCNC(=O)C1(C)Oc2ccccc2NC1=O (stereo unspecified)	105	5	0.6	-32	6	-1	113	-6	1
Nc1n[nH]c(N)c1N=Nc1cccc(F)c1	94	-2	-0.5	22	17	4	95	-13	-2
C=CCn1c(NS(=O)(=O)c2ccccc2)c(S(=O)(=O)c2ccc(C)cc2)c2nc3ccccc3nc21	108	-1	0.5	12	1	-30	104	0	-23
CCC(=O)NCCc1nc2cc(NC(=O)c3ccccc3Cl)ccc2n1C	102	1	·	6	4	14	106	-11	-7
O=C(CCn1cnnn1)NC1CCCN(Cc2ccccc2F)C1 (stereo unspecified)	110	12	-0.1	12	2	37	113	-8	-5
COc1ccc2[nH]cc(C(=O)CNc3nc(C)cs3)c2c1	103	4	-1.6	-11	12	89*	111	25	-6
Cc1cccc(C2c3[nH]c4ccccc4c3CCN2Cc2cnn(-c3ccc(F)cc3)c2)n1 (stereo unspecified)	96	-10	-0.9	4	2	11	93	-2	-2
CCCCN=C1NN=C(c2cc3ccccc3o2)CS1	104	0	-2.0	28	2	-20	103	7	-9
